GLP1R inv ag: acts as inverse agonist at human GLP-1 receptor. HEK293 GLP-1R CRE-luciferase, luminescence, 24 h; GLP-1R form is constitutively active. Potency, µM (titrated, usually from 38.3 µM), without a hit: top-dose activity change, negative = inhibition, actives largely listed as inhibitors. 1.6% of 410,000 active. AID 624417; further: potency means the concentration at half of the fitted maximal effect; on the % scale 0 is the no-effect control and ±100 the full control effect; nearly all actives have a fitted effect of over 55% in size
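qHTS in 1536-well format: reporter HEK293 cells expressing constitutive GLP-1R activity in DMEM + 10% Nu serum, 24 hr with compounds at 37 deg C, luminescence read after 12 min with detection reagent.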
aSyn yeast inh: inhibitors of alpha-synuclein toxicity in yeast; Yeast expressing alpha-synuclein, growth rescue, BacTiter-Glo, 24 h; Potency, µM (series often up to 46.1 µM), for inactives: top-dose growth rescue (activation), hits mostly activators; 0.14% of 370,000 active; AID 652106; further: potency means the concentration at half of the fitted maximal effect; % of control where 0% means no effect; nearly all actives have a fitted effect of over 65% in size
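Readout is rescue of growth in alpha-synuclein-expressing yeast, so inhibitors of toxicity appear as activators. Growth after 24 hr at 30 deg C in galactose medium is quantified by luminescence.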
FUS suppressor: rescues growth of FUS-expressing yeast. S. cerevisiae FUS-expressing, growth rescue, OD600, 24 h. AID 1347120. Potency, µM (highest dose often 76.6 µM), for inactives: top-dose growth rescue (activation), hits mostly activators. 0.24% of 390,000 active;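 further: potency means the concentration at half of the fitted maximal effect; plate controls were DMSO vehicle for no effect and reference control for full effect; nearly all actives have a fitted effect of over 55% in size; some results filed as inactive show a strong effect at the top dose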
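Yeast expressing FUS under galactose induction, OD 0.005 in 2% galactose medium; compounds in a dilution series, 24 h at 30C. Growth rescue by absorbance at 600 nm; CP55940 positive control, DMSO negative.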
pAkt inh: inhibitors of Akt phosphorylation; 0.32% of 360,000 active; Neuro2A IGF-stimulated pAkt S473 HTRF, 20 min; hits give low values; activity change, % for hits at 50 µM; in the data active means activity change below about -80%; inconclusive means mostly about -51% to -80%; further: on the % scale 0 is the no-effect control and ±100 the full control effect
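Neuro2A cells in DMEM with 0.5% FBS, overnight at 37 deg C, given compound at single 50 µM final, then IGF (6 nM final) for 20 min at 37 deg C. Lysed; phospho-Akt Ser473 by HTRF after 24 h, 665/615 ratio.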
TDP-43 yeast inh: inhibitors of TDP-43 toxicity in yeast; TDP-43 expressing yeast growth rescue, BacTiter-Glo, 24 h; Potency, µM (top dose mostly 46.1 µM), for the others: at the highest dose growth rescue (activation), most hits filed as activators; 1.8% of 410,000 active; AID 652104; further: potency means the concentration at half of the fitted maximal effect; % of control where 0% means no effect; nearly all actives have a fitted effect of over 50% in size
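Readout is BacTiter-Glo luminescence of cell growth, so inhibitors register as activators. TDP-43-expressing yeast at OD600=0.02 in galactose medium, after raffinose pregrowth to mid-log, were incubated with compound for 24 hr at 30 deg C.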
GLP-1R agonist: activates the human GLP-1 receptor; P43220; HEK293 GLP-1R CRE-luciferase, luminescence, 4-6 h; cells express a hypersensitive GLP-1R form; Potency, µM (highest dose often 45.6 µM), for inactives: at the highest dose activation, actives largely listed as activators; 0.007% of 380,000 active; further: potency means the concentration at half of the fitted maximal effect; % of control where 0% means no effect
Abeta yeast res: A-beta toxicity reversal in yeast | Potency, µM (top dose mostly 46.1 µM), for inactives: at the top dose growth rescue, actives largely listed as activators | yeast expressing A-beta42, growth rescue, OD600, 48 h; response scale: 0% DMSO, 100% iron-clioquinol control | 0.063% of 410,000 active; further: potency means the concentration at half of the fitted maximal effect; nearly all actives have a fitted effect of over 55% in size
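Yeast A-beta toxicity model in growth medium with pinned compounds, 48 h at 30 C; growth read as absorbance at 600 nm. Normalized to FeCl3/clioquinol equimolar mix (positive) and DMSO (negative).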
D3 antag: D3 dopamine receptor (human) antagonism; P35462; D3R cells, DiscoveRx beta-arrestin luminescence, antagonist mode; hits give low values; max response, negative = inhibition, %; 2.5% of 360,000 active; AID 652054; in the data active means max response below about -50%; inconclusive means no clear call, values can overlap the other calls; further: on the % scale 0 is the no-effect control and ±100 the full control effect; mostly tested at two doses, the higher about 12 µM
Target sequence (P35462 whole entry, looked up): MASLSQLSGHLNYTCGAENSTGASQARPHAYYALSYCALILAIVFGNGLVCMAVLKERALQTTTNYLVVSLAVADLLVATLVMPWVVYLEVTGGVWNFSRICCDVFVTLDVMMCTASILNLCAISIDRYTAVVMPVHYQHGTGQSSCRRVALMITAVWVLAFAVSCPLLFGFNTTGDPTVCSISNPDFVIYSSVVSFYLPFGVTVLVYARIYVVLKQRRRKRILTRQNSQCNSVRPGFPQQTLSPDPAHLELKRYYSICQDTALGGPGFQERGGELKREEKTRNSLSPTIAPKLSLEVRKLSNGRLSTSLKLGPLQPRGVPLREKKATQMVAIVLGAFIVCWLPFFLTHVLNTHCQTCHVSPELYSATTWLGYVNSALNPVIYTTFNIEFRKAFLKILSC
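Cells plated overnight at 1500 cells/well, then exposed to library compounds with dopamine controls for 90 minutes at 37 degrees C. DiscoveRx reagent added for 30–60 minutes at room temperature; luminescence read, quantitative HTS format.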
PTHR1 ag: PTHR1 (human) receptor agonism. Q03431. HEK293 GP2 PTHR1 cells, GloSensor cAMP luminescence, 1 h. Potency, µM (titrated, usually from 115 µM), for inactives: top-dose activation, usual class: activators. 0.075% of 410,000 active. AID 743266; further: potency means the concentration at half of the fitted maximal effect; nearly all actives have a fitted effect of over 55% in size; some results filed as inactive show a strong effect at the top dose; inactives centre near -15; many of its hits are not listed in these tables
Target sequence (Q03431 whole entry, looked up): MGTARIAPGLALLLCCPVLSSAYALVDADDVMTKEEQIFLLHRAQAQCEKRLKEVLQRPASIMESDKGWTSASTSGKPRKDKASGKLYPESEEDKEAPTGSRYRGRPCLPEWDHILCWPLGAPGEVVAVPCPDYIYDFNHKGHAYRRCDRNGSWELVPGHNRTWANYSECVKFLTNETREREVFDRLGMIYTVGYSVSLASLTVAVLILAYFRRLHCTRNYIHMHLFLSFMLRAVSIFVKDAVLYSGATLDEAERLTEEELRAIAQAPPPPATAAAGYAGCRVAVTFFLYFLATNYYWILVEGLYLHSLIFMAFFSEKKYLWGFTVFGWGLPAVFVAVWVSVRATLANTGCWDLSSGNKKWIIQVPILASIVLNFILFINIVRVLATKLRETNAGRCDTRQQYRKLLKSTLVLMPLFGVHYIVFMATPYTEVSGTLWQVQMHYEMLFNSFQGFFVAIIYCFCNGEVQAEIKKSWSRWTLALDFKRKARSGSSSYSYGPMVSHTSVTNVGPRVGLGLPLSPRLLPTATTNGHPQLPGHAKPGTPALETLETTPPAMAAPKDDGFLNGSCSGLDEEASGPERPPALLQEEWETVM
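HEK-293-derived GP2 cells expressing PTHR1 and a GloSensor cAMP reporter, 3,000/well, plated overnight, given luciferin plus IBMX (each 0.5 mM as added) for 1 h at 37 °C, then compound for 1 h at 37 °C. Luminescence was read after 15 min at room temperature.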
* marks the source's active call; other numbers are inactive results; [ ] = another dose, or the depositor's remark. Unless noted, the call rests on the fitted dose curve; in most records, active means well fitted curve in the direction sought with a large enough effect; inconclusive means small, poorly fitted or top-dose-only effect, or another doubt; inactive means no such curve, though single readings can be large; an effect the other way counts as inactive or inconclusive. An excerpt; count on the stated rates, not on these rows.

O=C(CN1CCCC1=O)NC1CCCc2c1cnn2-c1cc(F)cc(F)c1 (configuration not stated) was read as GLP1R inv ag 3%, aSyn yeast inh -7%, FUS suppressor 5%, pAkt inh inactive, TDP-43 yeast inh -6%, GLP-1R agonist -6%, Abeta yeast res -3%, D3 antag -13 and PTHR1 ag -20%.
For CCCCCCCN1C(Nc2ccccc2)=NC[C@@H]1C the results were GLP1R inv ag inconclusive, aSyn yeast inh -5%, FUS suppressor -16%, pAkt inh inactive, TDP-43 yeast inh 1%, GLP-1R agonist 15%, Abeta yeast res -3%, D3 antag -25 and PTHR1 ag 6%.
For CCc1nnc(NS(=O)(=O)c2ccc(N/C=C/C(=O)c3ccc(C)cc3)cc2)s1 the results were GLP1R inv ag 24%, aSyn yeast inh 0%, FUS suppressor 31%, pAkt inh inactive, TDP-43 yeast inh 4%, GLP-1R agonist 0%, Abeta yeast res 3%, D3 antag 8 and PTHR1 ag inactive.
For CCOC(=O)C1=C(N)N2C(=O)CSC2=C(C(=O)OC)C1 the results were GLP1R inv ag 1%, aSyn yeast inh 8%, FUS suppressor 2%, pAkt inh inactive, TDP-43 yeast inh 3%, GLP-1R agonist -10%, Abeta yeast res 13%, D3 antag 19 and PTHR1 ag -6%[57.5 µM].
`CCCCCOCC(O)CCC(=O)NN` (configuration not stated) gave GLP1R inv ag 1%, aSyn yeast inh 4%, FUS suppressor 8%, pAkt inh inactive, TDP-43 yeast inh 0%, GLP-1R agonist 8%, Abeta yeast res -10%, D3 antag -11 and PTHR1 ag 0%[57.5 µM].
Screening COc1ccc(C(=O)COC(=O)c2cc([N+](=O)[O-])ccc2N2CCOCC2)c(OC)c1 returned GLP1R inv ag 12%, aSyn yeast inh 0%, pAkt inh inactive, TDP-43 yeast inh inconclusive, GLP-1R agonist inconclusive, Abeta yeast res 1%, D3 antag 34 and PTHR1 ag -7%.
For CCOc1ccc(/C=N/n2c(SC)nnc2-c2ccccc2)cc1OCC the results were GLP1R inv ag 40%[activator], aSyn yeast inh 6%, FUS suppressor -6%, pAkt inh inactive, TDP-43 yeast inh 19%, GLP-1R agonist 20%, Abeta yeast res 3%, D3 antag 3 and PTHR1 ag inactive.
For COc1ccc(CNC(=O)C2CSC(=O)C2)cc1 (configuration not stated) the results were GLP1R inv ag -19%, aSyn yeast inh -5%, FUS suppressor inconclusive, pAkt inh inactive, TDP-43 yeast inh -33%[inhibitor], GLP-1R agonist -23%, Abeta yeast res -13%, D3 antag 0 and PTHR1 ag inactive.
CCOC(=O)CSCC(=O)Nc1c(C(=O)C2CC2)oc2ccccc12 was read as GLP1R inv ag 0%, aSyn yeast inh 3%, FUS suppressor 15%, pAkt inh inactive, TDP-43 yeast inh 3%, GLP-1R agonist 2%, Abeta yeast res 1%, D3 antag 5 and PTHR1 ag inactive.
For O=C(CSc1ccc(Cl)cc1)N1CCCC1 the results were GLP1R inv ag 12%, aSyn yeast inh -6%, FUS suppressor -8%, pAkt inh inactive, TDP-43 yeast inh 6%, GLP-1R agonist 2%, Abeta yeast res -19%, D3 antag 11 and PTHR1 ag inactive.
Screening Cc1ccccc1Oc1ccc2c(c1)[C@@H]1C[C@H](N(C)C(=O)NC3CCCCC3)[C@H]([C@H](C)O)C(=O)N1CC2 returned GLP1R inv ag inconclusive, aSyn yeast inh 6%, FUS suppressor inconclusive, pAkt inh inactive, TDP-43 yeast inh inconclusive, GLP-1R agonist 8%, Abeta yeast res 7%, D3 antag 2 and PTHR1 ag -1%.
Screening CC1(Oc2cccc(Cl)c2)CCN(Cc2ccc(OC(F)(F)F)cc2)C1 (configuration not stated) returned GLP1R inv ag 7%, aSyn yeast inh 1%, FUS suppressor -1%, pAkt inh inactive, TDP-43 yeast inh -2%, GLP-1R agonist -8%, Abeta yeast res -3%, D3 antag 3 and PTHR1 ag inactive.
For CC(C)CC(=O)Nc1ccc(N2CCN(C(=O)c3cccs3)CC2)cc1 the results were GLP1R inv ag -7%, aSyn yeast inh 0%, FUS suppressor 24%, pAkt inh inactive, TDP-43 yeast inh -22%, GLP-1R agonist 5%, Abeta yeast res -10%, D3 antag -2 and PTHR1 ag -10%.
O=C(CSC1=NCCS1)N1CCOCC1 was read as GLP1R inv ag 7%, aSyn yeast inh 4%, FUS suppressor -3%, pAkt inh inactive, TDP-43 yeast inh 12%, GLP-1R agonist -7%, Abeta yeast res -4%, D3 antag 17 and PTHR1 ag inactive.
CC(=O)c1cccc(NC(=O)CN2C(=O)COc3ccc(Cl)cc32)c1 was read as GLP1R inv ag -5%, aSyn yeast inh 4%, FUS suppressor 17%, pAkt inh inactive, TDP-43 yeast inh -22%, GLP-1R agonist 1%, Abeta yeast res -12%, D3 antag -94* and PTHR1 ag 5%[57.5 µM].
`CSc1nc(C(=O)N2CCCC(C(=O)c3ccc(Cl)cc3)C2)cs1` (configuration not stated) gave GLP1R inv ag inconclusive, aSyn yeast inh 1%, FUS suppressor 18%, pAkt inh inactive, TDP-43 yeast inh 29%, GLP-1R agonist 2%, Abeta yeast res -38%[inhibitor], D3 antag 5 and PTHR1 ag -34%.
`COC(=O)c1cn(C)c2ccc(S(=O)(=O)N(C)C3CCCCC3)cc2c1=O` gave GLP1R inv ag 12%, aSyn yeast inh -1%, FUS suppressor 4%, pAkt inh inactive, TDP-43 yeast inh 12%, GLP-1R agonist -4%, Abeta yeast res 0%, D3 antag 3 and PTHR1 ag -2%.
For COc1ccc(-c2nnc3sc(COc4ccc(C)cc4)nn23)cc1 the results were GLP1R inv ag 4%, aSyn yeast inh -9%, FUS suppressor -5%, pAkt inh inactive, TDP-43 yeast inh 9%, GLP-1R agonist 0%, Abeta yeast res 8%, D3 antag 32 and PTHR1 ag -4%.
For Cc1ccc(S(=O)(=O)c2cn(Cc3ccccc3)c3cc(N4CCOCC4)c(F)cc3c2=O)cc1 the results were GLP1R inv ag 13%, FUS suppressor -8%, TDP-43 yeast inh 24%, Abeta yeast res -12% and PTHR1 ag -21%.
For COc1ccc(Cc2nc3ccccc3[nH]2)cc1OC the results were GLP1R inv ag 5%, aSyn yeast inh -2%, FUS suppressor -1%, pAkt inh inactive, TDP-43 yeast inh 11%, GLP-1R agonist 12%, Abeta yeast res -4%, D3 antag -4 and PTHR1 ag -18%.
C=CCc1ccc(OCCOCCOc2cccc3ccc(C)nc23)c(OC)c1 was read as GLP1R inv ag inconclusive, aSyn yeast inh -9%, FUS suppressor 18%, pAkt inh inactive, TDP-43 yeast inh -25%, GLP-1R agonist 13%, Abeta yeast res -29%, D3 antag -21 and PTHR1 ag inactive.
Screening CC1CCCC(NC(=O)CCS(=O)(=O)c2cc3c(cc2Cl)NC(=O)CO3)C1C (configuration not stated) returned GLP1R inv ag 1%, aSyn yeast inh -4%, FUS suppressor 16%, pAkt inh inactive, TDP-43 yeast inh 2%, GLP-1R agonist 3%, Abeta yeast res 7%, D3 antag 5 and PTHR1 ag -12%.
Screening Cc1ccc(C)c(S(=O)(=O)N2CCN(C(=O)c3ccnn3C)CC2)c1 returned GLP1R inv ag -3%, aSyn yeast inh 5%, FUS suppressor 17%, pAkt inh inactive, TDP-43 yeast inh 20%, GLP-1R agonist -1%, Abeta yeast res 2%, D3 antag 7 and PTHR1 ag inactive.
For CCOCCCNC(=O)C1CCN(S(=O)(=O)c2c(C)noc2/C=C\c2ccc(OC)cc2)CC1 the results were GLP1R inv ag 1%, aSyn yeast inh -3%, FUS suppressor 21%, pAkt inh inactive, TDP-43 yeast inh 12%, GLP-1R agonist 7%, Abeta yeast res 6%, D3 antag -12 and PTHR1 ag inactive.
Screening Cc1c(NC(=S)N/N=C/c2ccc(O)cc2)c(=O)n(-c2ccccc2)n1C returned GLP1R inv ag 0%, aSyn yeast inh -10%, FUS suppressor 22%, pAkt inh inactive, TDP-43 yeast inh -12%, GLP-1R agonist -9%, Abeta yeast res 4%, D3 antag -3 and PTHR1 ag inactive.
For O=C(NNC(=O)C1CCN(S(=O)(=O)c2ccc(Cl)cc2)CC1)c1ccncc1 the results were GLP1R inv ag inconclusive, aSyn yeast inh -5%, FUS suppressor 5%, pAkt inh inactive, TDP-43 yeast inh -32%, GLP-1R agonist 4%, Abeta yeast res 6%, D3 antag -7 and PTHR1 ag -24%.
Screening COc1ccc(S(=O)(=O)N2CCCCC2)cc1NC(=O)c1ccc2c(c1)OCO2 returned GLP1R inv ag 12%, aSyn yeast inh -2%, pAkt inh inactive, TDP-43 yeast inh 15%, GLP-1R agonist 11%, Abeta yeast res 15%, D3 antag 9 and PTHR1 ag -10%.
Screening CC1=Nn2c(nnc2-c2cccs2)SC1 returned GLP1R inv ag 1%, aSyn yeast inh -3%, FUS suppressor 15%, pAkt inh inactive, TDP-43 yeast inh -12%, GLP-1R agonist 0%, Abeta yeast res -6%, D3 antag -14 and PTHR1 ag -3%[57.5 µM].
CCS(=O)(=O)n1nc(-c2ccccc2)nc1SC was read as GLP1R inv ag 33%[activator], aSyn yeast inh 1%, FUS suppressor -2%, pAkt inh inactive, TDP-43 yeast inh -7%, GLP-1R agonist -1%, Abeta yeast res -2%, D3 antag -10 and PTHR1 ag -12%[57.5 µM].
`C/C(=C\c1cccc(Cl)c1)C(=O)c1c(C)cc(C)[nH]c1=O` gave GLP1R inv ag inconclusive, aSyn yeast inh 1%, FUS suppressor -14%, pAkt inh inactive, TDP-43 yeast inh 6%, GLP-1R agonist -3%, Abeta yeast res -11%, D3 antag 3 and PTHR1 ag inactive.
